KCNH2 3.1 inh: KCNH2 3.1 (human) potassium channel inhibition. U2OS KCNH2 3.1, thallium flux FluxOr; active compounds read low. activity change, % (tested at about 1.8 µM). 340,000 tested, 0.95% active. AID 720553;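 active means maximum activity change below -70%; inconclusive means maximum activity change from -70% to -50%; inactive means maximum activity change above -50%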;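 further: thallium influx rate constant from kinetic fluorescence after stimulation buffer; on the % scale 0 is the no-effect control and ±100 the full control effect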
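FluxOr-based Tl+ influx in U2OS cells transduced with KCNH2 3.1 virus; rate constants normalized to DMSO controls.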
GALK inhibitor: galactokinase (human) inhibition | P51570 | Purified GALK, Kinase-Glo residual ATP luminescence | Potency, µM (highest dose often 57.5 µM), without a hit: at the highest dose activity change, negative = inhibition, most hits filed as inhibitors | 270,000 tested, 0.007% active | AID 1868; further: potency means the concentration at half of the fitted maximal effect; on the % scale 0 is the no-effect control and ±100 the full control effect
Target sequence (P51570 whole entry, looked up): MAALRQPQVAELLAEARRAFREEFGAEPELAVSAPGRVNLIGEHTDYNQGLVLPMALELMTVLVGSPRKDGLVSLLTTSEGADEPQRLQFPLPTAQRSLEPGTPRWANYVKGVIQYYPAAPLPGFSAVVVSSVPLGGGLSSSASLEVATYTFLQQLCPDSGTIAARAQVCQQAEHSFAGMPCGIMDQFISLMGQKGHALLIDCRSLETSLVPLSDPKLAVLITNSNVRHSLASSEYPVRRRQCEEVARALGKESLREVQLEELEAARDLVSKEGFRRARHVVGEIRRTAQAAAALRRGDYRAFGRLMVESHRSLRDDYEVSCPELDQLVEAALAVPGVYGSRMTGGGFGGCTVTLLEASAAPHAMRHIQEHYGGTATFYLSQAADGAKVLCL
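Human GALK (5 nM) with 35 uM ATP and 100 uM galactose in 20 mM HEPES pH 8.0, 5 mM MgCl2, 60 mM NaCl, 1 mM DTT, 0.01% BSA. After 1 h at room temperature, leftover ATP was read by Kinase-Glo Plus luminescence.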
KCNH2 WT inh: blocks the wildtype human KCNH2 potassium channel. Q12809. U2OS, BacMam KCNH2, thallium flux FluxOr; active compounds read low. activity change, % at 1.84 µM. 340,000 tested, 0.37% active. AID 720551;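 active means maximum activity change below -70%; inconclusive means maximum activity change between -70% and -50%; inactive means maximum activity change above -50%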; further: on the % scale 0 is the no-effect control and ±100 the full control effect
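U2OS cells transduced with wild-type KCNH2 virus are loaded with FluxOr dye for 45 min, and thallium flux is measured in kinetic reads before and after stimulation buffer. Rate constants are normalized to DMSO controls.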
PKM2 act: PKM2 (human) enzyme activation | Potency, µM (doses to about 57.5 µM), for inactives: at the top dose activation, usual class: activators | 260,000 tested, 0.34% active | purified PKM2, Kinase-Glo ATP luminescence, activation; response scale: 0% is enzyme alone, no compound | P14618; further: potency means the concentration at half of the fitted maximal effect; on the % scale 0 is the no-effect control and ±100 the full control effect; nearly all actives have a fitted effect of over 55% in size
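Kinase-Glo luminescence reports ATP generated from ADP (0.1 mM) and PEP (0.5 mM) by purified hPK-M2 after 1 h at room temperature, pH 7.2 imidazole buffer; intermediate enzyme activity allows detecting inhibitors and activators.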
MLL CXXC-DNA inh: MLL CXXC-DNA interaction inhibition; Q03164; MLL-CXXC / FITC-HOXA9 DNA fluorescence polarization; Potency, µM (titrated, usually from 115 µM), for the others: at the top dose activity change, negative = inhibition, usual class: inhibitors; 290,000 tested, 0.037% active; AID 2662; active means well fitted inhibition curve with a large enough effect in the polarisation, with a control signal flat, not every such curve was filed as active; inconclusive means small, poorly fitted or top-dose-only effect, or effect the other way, or a change in a side signal; inactive means no such curve, though single readings can be large or run the other way; the % refers to the polarisation; further: potency means the concentration at half of the fitted maximal effect
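Steps: dispense CXXC domain solution (7 uM) → pin compounds or unlabeled HOX-A9 DNA control → 5 min ambient → add FLSN-HOX-A9 solution (50 nM) → spin → 30 min ambient → fluorescence polarization. Tris pH 7.5/NaCl/DTT/BSA buffer.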
TRPV1 ag: human TRPV1 agonism; Q8NER1; TRPV1-expressing cells, Fluo-8 calcium influx, agonist mode; activation, % at 8.33 µM; 320,000 tested, 0.19% active; AID 540275; in the data active means activation above about 80%; inconclusive means between about 30% and that limit; further: 0% is about no effect
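TRPV1-expressing cells were cultured overnight at 35.5C and loaded with Fluo-8 calcium dye for 40 to 90 min at room temperature. After a 10 s baseline, compound was added and calcium influx was read kinetically for 3 min (ex 480/em 520 nm).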
USP2a inh: inhibitors of human ubiquitin-specific protease USP2a; Potency, µM (titrated, usually from 38.3 µM), without a hit: at the highest dose activity change, negative = inhibition, hits mostly inhibitors; USP2 core, Ub-CHOP2 coupled fluorogenic reporter, 485/531; 330,000 tested, 0.01% active; AID 463254;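 further: potency means the concentration at half of the fitted maximal effect; plate controls were DMSO wells for no effect and full inhibition by NEM control for full effect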
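USP2 core (10nM final) preincubated 30min RT with compound in 20mM Tris-HCl pH 8.0, 2mM CaCl2, 2mM beta-mercaptoethanol, 0.05% CHAPS; 25nM Ub-CHOP2 plus 25nM reporter substrate added, fluorescence (Ex485/Em531) read after 60min.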
Giardia kill: kills Giardia lamblia; activity change, % at 7.66 µM, hits read low; Giardia lamblia trophozoite viability; 340,000 tested, 0.15% active; in the data active means activity change below about -80%; inconclusive means between about -30% and that limit;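 further: parasites exposed to compound for two days anaerobically before the ATP read; on the % scale 0 is the no-effect control and ±100 the full control effect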
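Killing of trophozoites was scored by loss of ATP luminescence after a 48 hrs anaerobic exposure to compounds at 37 deg C, using 100 cells per well.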
B2AR arrestin: recruits beta-arrestin to the human beta2-adrenergic receptor | P07550 | beta-arrestin recruitment to beta2AR, cell-based reporter | Potency, µM (top dose mostly 46.1 µM), for the others: at the top dose activation, usual class: activators | 330,000 tested, 0.02% active | AID 492947;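 further: potency means the concentration at half of the fitted maximal effect; 0% = DMSO controls and full agonism = EC100 isoproterenol or metaproterenol; nearly all actives have a fitted effect of over 65% in size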
FBPA coupling cs: coupling enzyme interference in Giardia aldolase counter-screen; activity change, negative = inhibition, % at 58.2 µM, hits read low; 290,000 tested, 0.67% active; coupling enzyme system counterscreen, AmpLite Red fluorescence; in the data active means activity change below about -30%; further: on the % scale 0 is the no-effect control and ±100 the full control effect
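Compounds tested against the coupling enzymes alone at 57.5 uM final; readout was AmpLite Red fluorescence (525/598 nm) after 20 min at RT.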
Menin-MLL TR inh: displaces Texas Red mutant MLL peptide from human menin | O00255 | 270,000 tested, 0.23% active | Potency, µM (highest dose often 61.6 µM), inactives show top-dose FP activity change, negative = inhibition, most hits filed as inhibitors | Menin + Texas Red MLL mutant peptide, fluorescence polarization; active means well fitted inhibition curve with a large enough effect in the polarisation, with a control signal flat, not every such curve was filed as active; inconclusive means small, poorly fitted or top-dose-only effect, or effect the other way, or a change in a side signal; inactive means no such curve, though single readings can be large or run the other way; the % refers to the polarisation; further: potency means the concentration at half of the fitted maximal effect; % of control where 0% means no effect; many of its hits are not listed in these tables
Target sequence (O00255 whole entry, looked up): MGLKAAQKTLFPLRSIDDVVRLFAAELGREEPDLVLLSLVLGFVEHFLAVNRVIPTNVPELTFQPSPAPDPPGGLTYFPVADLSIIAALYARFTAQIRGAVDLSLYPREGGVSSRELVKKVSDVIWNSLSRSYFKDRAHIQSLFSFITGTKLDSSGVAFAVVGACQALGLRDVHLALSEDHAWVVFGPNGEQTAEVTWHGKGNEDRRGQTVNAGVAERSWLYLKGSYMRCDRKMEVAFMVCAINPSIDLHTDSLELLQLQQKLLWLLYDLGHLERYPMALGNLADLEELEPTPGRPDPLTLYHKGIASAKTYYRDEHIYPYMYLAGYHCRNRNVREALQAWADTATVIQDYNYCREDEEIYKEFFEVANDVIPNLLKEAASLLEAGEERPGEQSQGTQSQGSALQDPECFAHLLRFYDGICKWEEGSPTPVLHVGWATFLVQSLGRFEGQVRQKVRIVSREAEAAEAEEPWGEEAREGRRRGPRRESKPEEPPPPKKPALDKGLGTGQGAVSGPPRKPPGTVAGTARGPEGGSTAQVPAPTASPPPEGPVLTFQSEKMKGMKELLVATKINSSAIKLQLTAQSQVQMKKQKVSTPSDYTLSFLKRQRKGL
* = called active by the depositor; [ ] = another dose, or the depositor's remark. Unless noted, the call rests on the fitted dose curve; in most records, active means well fitted curve in the direction sought with a large enough effect; inconclusive means small, poorly fitted or top-dose-only effect, or another doubt; inactive means no such curve, though single readings can be large; an effect the other way counts as inactive or inconclusive.

`CC1CC1C(=O)Nc1nc(-c2ccccn2)cs1` (stereo unspecified) gave KCNH2 3.1 inh 4.1, GALK inhibitor 0.1%, KCNH2 WT inh 3.9, PKM2 act 0.2%, MLL CXXC-DNA inh -12.2%, TRPV1 ag 27.4, USP2a inh 1.1%, Giardia kill -3.6, B2AR arrestin -0.2%, FBPA coupling cs -0.7 and Menin-MLL TR inh -1.4%.
Screening O=C(c1ccco1)N1CCCC(c2nc3c(nnn3Cc3cccc(Cl)c3)c(=O)[nH]2)C1 (stereo unspecified) returned KCNH2 3.1 inh -19.9, GALK inhibitor -0.8%, KCNH2 WT inh 1.5, PKM2 act 3.3%, MLL CXXC-DNA inh 37.5%[activator], TRPV1 ag -0.1, USP2a inh -1.9%, Giardia kill -6.6, B2AR arrestin 0.3%, FBPA coupling cs 1.1 and Menin-MLL TR inh 0.3%.
Cc1ccc2c(c1)CC(C)N2S(=O)(=O)c1nnc(NC(=O)CC(C)C)s1 (stereo unspecified) was read as KCNH2 3.1 inh 5.9, GALK inhibitor 7.7%, KCNH2 WT inh 3.1, MLL CXXC-DNA inh 4.0%, TRPV1 ag 2.7, USP2a inh -0.8%, Giardia kill 25.1 and B2AR arrestin -1.6%.
Screening CCOc1ccccc1N1CC(C(=O)Nc2cc(Cl)ccc2-n2cncn2)CC1=O (stereo unspecified) returned KCNH2 3.1 inh -0.8, KCNH2 WT inh -1.3, TRPV1 ag -2.0, USP2a inh 0.2%, Giardia kill 7.4 and B2AR arrestin -0.6%.
Screening CCN(CC(=O)NCc1ccc(Cl)cc1)C(=O)COc1ccc(C)cc1C returned KCNH2 3.1 inh -23.0, GALK inhibitor -3.4%, KCNH2 WT inh 0.3, PKM2 act 3.5%, MLL CXXC-DNA inh 0.0%, TRPV1 ag inconclusive, USP2a inh -0.2%, Giardia kill 2.3 and B2AR arrestin -1.1%.
For O=S(=O)(Nc1ccc(N2CCOCC2)cc1)c1ccc(F)cc1F the results were KCNH2 3.1 inh -14.2, GALK inhibitor 16.4%, KCNH2 WT inh 0.2, PKM2 act 7.0%, MLL CXXC-DNA inh 6.7%, TRPV1 ag 0.0, USP2a inh -2.7%, Giardia kill -6.1, B2AR arrestin 0.6%, FBPA coupling cs -3.2 and Menin-MLL TR inh -2.3%.
CNc1c(NC(=O)c2ccc3c(c2)OCO3)c(=O)oc2ccccc12 was read as KCNH2 3.1 inh 5.3, GALK inhibitor 7.6%, KCNH2 WT inh 2.2, MLL CXXC-DNA inh 2.7%, TRPV1 ag 3.2, USP2a inh 3.5%, Giardia kill -23.7, B2AR arrestin 0.0%, FBPA coupling cs -0.8 and Menin-MLL TR inh -9.5%.
For Cc1ccc(-c2c3c(=O)n(C)c(=O)n(C)c3cn2-c2ccccc2O)cc1 the results were KCNH2 3.1 inh 14.4, GALK inhibitor 0.7%, KCNH2 WT inh 2.2, PKM2 act -4.0%, MLL CXXC-DNA inh -6.7%, TRPV1 ag -3.4, USP2a inh -5.9%, Giardia kill 0.5, B2AR arrestin 6.4%, FBPA coupling cs -32.0* and Menin-MLL TR inh inconclusive.
`COc1ccc2ccccc2c1/C=N/NC(=O)c1cc(C)[nH]n1` gave KCNH2 3.1 inh 3.9, GALK inhibitor -2.0%, KCNH2 WT inh -5.1, PKM2 act 2.0%, MLL CXXC-DNA inh -7.4%, TRPV1 ag -4.8, USP2a inh 0.1%, Giardia kill -1.1, B2AR arrestin 0.0%, FBPA coupling cs 1.9 and Menin-MLL TR inh 5.8%.
Screening COC(=O)c1c[nH]n2c(=O)cc(CCl)nc12 returned KCNH2 3.1 inh 1.8, GALK inhibitor 1.1%, KCNH2 WT inh 0.3, PKM2 act -2.9%, MLL CXXC-DNA inh -4.0%, TRPV1 ag 1.0, USP2a inh 1.6%, Giardia kill -12.1, B2AR arrestin 0.0%, FBPA coupling cs 0.4 and Menin-MLL TR inh -8.7%.
Cc1ccc(NC2c3ncccc3C(=O)N2C2CCCCC2)cc1 (stereo unspecified) was read as KCNH2 3.1 inh -1.3, GALK inhibitor -0.1%, KCNH2 WT inh -12.4, PKM2 act 21.1%, MLL CXXC-DNA inh -2.8%, TRPV1 ag -9.4, USP2a inh -1.5%, Giardia kill 12.8, B2AR arrestin -0.2%, FBPA coupling cs -1.0 and Menin-MLL TR inh inconclusive.
CC1(C)CC(=O)C2=C(C1)OC(/N=C/N1CCOCC1)=C(C#N)C2c1ccccc1 (stereo unspecified) was read as KCNH2 3.1 inh -13.0, GALK inhibitor 1.0%, KCNH2 WT inh 1.4, PKM2 act -3.2%, MLL CXXC-DNA inh 3.1%, TRPV1 ag 14.7, USP2a inh -0.2%, Giardia kill -19.8, B2AR arrestin -0.2%, FBPA coupling cs 8.2 and Menin-MLL TR inh -6.1%.
Screening COc1ccc2c(C)cc(C)nc2n1 returned KCNH2 3.1 inh 0.3, GALK inhibitor 2.5%, KCNH2 WT inh -21.4, PKM2 act 1.6%, MLL CXXC-DNA inh 31.3%[activator], TRPV1 ag -4.6, USP2a inh 4.3%, Giardia kill 6.3, B2AR arrestin -0.6%, FBPA coupling cs -1.0 and Menin-MLL TR inh -17.4%.
For CC(Oc1cccc(Br)c1)C(=O)N1CCCN(C)CC1 (stereo unspecified) the results were KCNH2 3.1 inh -0.4, GALK inhibitor -7.9%, KCNH2 WT inh -17.6, MLL CXXC-DNA inh -4.5%, TRPV1 ag -1.4, USP2a inh 0.2%, Giardia kill 11.8 and B2AR arrestin -1.0%.
Cc1cc2oc(=O)cc(-c3ccccc3)c2c(C)c1-c1ccc(CO)cc1 was read as KCNH2 WT inh -7.2, USP2a inh -14.3%, Giardia kill 15.1, B2AR arrestin -0.2%, FBPA coupling cs 14.3 and Menin-MLL TR inh 18.9%[94.6 µM].
For CCOc1ccccc1OCC(=O)Nc1ccc(N2CCOCC2)cc1N1CCOCC1 the results were KCNH2 3.1 inh -6.8, KCNH2 WT inh 29.8, TRPV1 ag 20.0, USP2a inh 2.8%, Giardia kill -3.9 and B2AR arrestin 0.0%.
For COc1ccc(Nc2cc(Cl)nc(N)n2)cc1OC the results were KCNH2 3.1 inh 7.5, GALK inhibitor -3.7%, KCNH2 WT inh -14.1, PKM2 act -0.6%, MLL CXXC-DNA inh -2.2%, TRPV1 ag 2.1, USP2a inh 11.5%, Giardia kill -4.7, B2AR arrestin -0.1%, FBPA coupling cs -12.0 and Menin-MLL TR inh 11.8%.
Screening O=C(/C=C/c1cccc([N+](=O)[O-])c1)NC(=S)Nc1ccccc1C(=O)O returned GALK inhibitor 3.7%, PKM2 act 20.1%, MLL CXXC-DNA inh -4.2%, TRPV1 ag -2.5, USP2a inh 4.4%, B2AR arrestin -0.1%, FBPA coupling cs -13.7 and Menin-MLL TR inh 14.5%.
Cc1ccc2cc(C(c3nnnn3C(C)(C)C)N3CCCC3)c(=O)[nH]c2c1C (stereo unspecified) was read as GALK inhibitor 3.1%, PKM2 act 1.4%, MLL CXXC-DNA inh -7.1%, TRPV1 ag 7.8, USP2a inh -1.2%, B2AR arrestin -1.1%, FBPA coupling cs -2.4 and Menin-MLL TR inh -1.7%.
Screening CC(=O)Nc1cc(C(=O)c2ccccc2)ccc1N1CCOCC1 returned KCNH2 3.1 inh 5.4, GALK inhibitor -0.1%, KCNH2 WT inh 1.0, PKM2 act -0.6%, MLL CXXC-DNA inh 0.8%, TRPV1 ag -0.4, USP2a inh 0.1%, Giardia kill -3.8, B2AR arrestin 0.5%, FBPA coupling cs 0.6 and Menin-MLL TR inh -11.5%.
`COc1ccc(C)cc1S(=O)(=O)N(CC(=O)Nc1cc([N+](=O)[O-])ccc1C)c1ccc(C)c(C)c1` gave KCNH2 3.1 inh -8.2, GALK inhibitor 1.5%, KCNH2 WT inh -4.0, PKM2 act 1.3%, MLL CXXC-DNA inh -5.5%, TRPV1 ag 5.2, USP2a inh 2.3%, Giardia kill -4.5, B2AR arrestin -1.2%, FBPA coupling cs 1.3 and Menin-MLL TR inh 7.3%.
COC(=O)c1cccc(OC(N)=O)c1 was read as KCNH2 3.1 inh -4.7, GALK inhibitor 6.6%, KCNH2 WT inh 5.3, PKM2 act -2.3%, MLL CXXC-DNA inh -1.2%, TRPV1 ag -2.6, USP2a inh 1.1%, Giardia kill -3.2, B2AR arrestin 0.1%, FBPA coupling cs 0.6 and Menin-MLL TR inh 5.7%.
CCC1CCCCN1C(=O)CCn1ccnc1 (stereo unspecified) was read as KCNH2 3.1 inh 10.2, GALK inhibitor 1.0%, KCNH2 WT inh 2.1, PKM2 act -6.5%, MLL CXXC-DNA inh -0.2%, TRPV1 ag -1.7, USP2a inh -1.4%, Giardia kill 7.0, B2AR arrestin 0.3%, FBPA coupling cs -0.3 and Menin-MLL TR inh 3.0%.
`CCc1nc(=O)c(-c2ccccc2)c(C)n1-c1ccccc1` gave KCNH2 3.1 inh 7.0, GALK inhibitor -0.9%, KCNH2 WT inh -5.7, PKM2 act -4.6%, MLL CXXC-DNA inh 6.9%, TRPV1 ag -0.4, USP2a inh 2.1%, Giardia kill 14.5, B2AR arrestin -0.2%, FBPA coupling cs 2.9 and Menin-MLL TR inh -5.4%.

Not all compounds are listed; count on the stated rates, not on these rows.
